Screens as filed in PubChem BioAssay.
ATXN viability: viability counter-screen for ATXN expression inhibitors. S2 cells (HEK-293 line with an ATXN2-luciferase reporter) viability, CellTiter-Fluor protease fluorescence, 24 h. Potency, µM (series often up to 56.7 µM), most hits filed as cytotoxic. actives 0.49% (n = 400,000). AID 651635; note: potency is the fitted concentration of half-maximal effect; nearly all actives have a fitted effect of over 40% in size
Nrf2 inh: Nrf2 pathway inhibition; A549 ARE-Fluc reporter, luciferase luminescence, 18-24 h; Potency, µM (titrated, usually from 46 µM), without a hit: at the highest dose activity change, negative = inhibition, actives largely listed as inhibitors; actives 2.1% (n = 360,000); AID 504444; note: potency is the fitted concentration of half-maximal effect; % is set by controls: 0 for no effect and ±100 for the full control effect; nearly all actives have a fitted effect of over 60% in size
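A549 ARE_Fluc cells, 5000/well, 5% FBS OPTI-MEM; compounds in dose-response, 18-24 h at 37 °C/5% CO2; CellTiter-Fluor viability read (Ex 405/Em 525), then BugLite luciferase luminescence = Nrf2 activity.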
HepG2 tox: kills HepG2 cells in TGF-b inhibitor counter-screen; actives 0.76% (n = 410,000); AID 588856; Potency, µM (highest dose often 46.1 µM), without a hit: at the top dose activity change, negative = cytotoxicity, most hits filed as cytotoxic; HepG2 CAGA-GFP viability, ATP luminescence, 18 h; note: potency is the fitted concentration of half-maximal effect; some results filed as inactive show a strong effect at the top dose
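CellTiter-Glo luminescence gave cytotoxicity after 18 hours at 37 degrees C. The cells were HepG2 CAGA-GFP in 1% FBS DMEM, stimulated with 500 pg/mL TGF-beta after compound addition. %Activity was normalised to no-cell wells (complete cell-killing) and DMSO (no toxicity), and curves were fitted and classified.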
Nrf2 ARE act: activators of Nrf2 (ARE) signaling. Potency, µM (series often up to 46.1 µM), for inactives: top-dose activation, most hits filed as activators. AREc32 ARE-luciferase reporter (MCF7-derived line), luminescence, 24 h. actives 0.31% (n = 410,000); note: potency is the fitted concentration of half-maximal effect; % of control where 0% means no effect; nearly all actives have a fitted effect of over 65% in size
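For detection, Steady-Glo was added and plates sat 30 min at RT; before that, AREc32_Fluc cells grown overnight in OPTI-MEM/5% FBS had been treated with 23 nL compound for 24 hr at 37 deg C.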
MCF10A rerep: DNA re-replication induction in MCF 10a cells | MCF 10A DNA re-replication, Hoechst nuclear intensity, 48 h | Potency, µM (doses to about 46.1 µM), for inactives: at the highest dose activity, positive = re-replication, most hits filed as activators | actives 2.9% (n = 350,000) | AID 624296; note: potency is the fitted concentration of half-maximal effect; % of control where 0% means no effect; nearly all actives have a fitted effect of over 50% in size
ATXN2 expr inh: inhibitors of ATXN2 expression; HEK-293 ATXN2-luciferase reporter, luminescence, 24 h; Potency, µM (series often up to 57 µM), for the others: top-dose activity change, negative = inhibition, usual class: inhibitors; actives 0.72% (n = 360,000); AID 1745845; note: potency is the fitted concentration of half-maximal effect; % is set by controls: 0 for no effect and ±100 for the full control effect; nearly all actives have a fitted effect of over 55% in size
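qHTS (up to 57 uM final) was run with 24 h compound exposure of reporter cells at 37 °C. Each well was multiplexed: SteadyGlo luminescence measured ATXN2-luciferase expression after a fluorogenic Gly-Phe-AFC viability readout (25 uM final).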
TGFb SMAD3 inh: TGF-b pathway inhibition; HepG2 CAGA-GFP TGF-b/SMAD3 reporter, GFP fluorescence, 18 h; TGF-beta stimulated, 500 pg/mL final; Potency, µM (top dose mostly 46.1 µM), without a hit: top-dose activity, negative = inhibition, most hits filed as inhibitors; actives 1.2% (n = 410,000); AID 588855; note: potency is the fitted concentration of half-maximal effect; % is set by controls: 0 for no effect and ±100 for the full control effect; nearly all actives have a fitted effect of over 65% in size
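Using HEPG2 CAGA-GFP reporter cells at 1000 cells/well, we pinned test compounds, stimulated with recombinant TGF-beta (500 pg/mL final) and measured total well GFP after 18 h.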
IL1B secr inh: inflammasome signaling inhibition, IL-1 beta readout | actives 4.7% (n = 360,000) | activity change, % at 57.5 µM | THP-1 LPS/ATP IL-1B secretion, AlphaLISA, 16 h; active compounds read low; in the data active = activity change below about -50%; inconclusive = mostly about -30% to -49%; note: % is set by controls: 0 for no effect and ±100 for the full control effect
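THP-1 cells pretreated 1 hr with compounds (up to 57.5 uM final), then stimulated with LPS (250 ng/mL final) plus ATP (1.25 mM final); secreted IL-1B measured by AlphaLISA after 16 hr, decreased signal indicating inhibition.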
A549 viability: A549 cytotoxicity, counter-screen for Nrf2 inhibitors | Potency, µM (top dose mostly 46 µM), for the others: top-dose activity change, negative = cytotoxicity, usual class: inhibitors | A549 ARE-Fluc cells, CellTiter-Fluor viability, 18-24 h | actives 0.16% (n = 390,000); note: potency is the fitted concentration of half-maximal effect; % is set by controls: 0 for no effect and ±100 for the full control effect
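A549 ARE-Fluc cells in 5% FBS OPTI-MEM, 5000 cells/well, rested 2 h then exposed to compounds in concentration-response for 18-24 h at 37 °C. Viability by CellTiter-Fluor fluorescence (Ex 405/Em 525) after 30 min; luciferase luminescence (BugLite, 15 min, RT) read afterwards.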
Starred values were filed as active, the others as inactive; i = inactive; ? = inconclusive; / = no result given; & = joins results of further samples; [ ] = remark or other dose. Unless noted, calls come from the whole dose curve; as a rule, active = well fitted curve in the direction sought with a large enough effect; inconclusive = small, poorly fitted or top-dose-only effect, or another doubt; inactive = no such curve, though single readings can be large; an effect the other way counts as inactive or inconclusive.

| item | structure | ATXN viability | Nrf2 inh | HepG2 tox | Nrf2 ARE act | MCF10A rerep | ATXN2 expr inh | TGFb SMAD3 inh | IL1B secr inh | A549 viability |
| --- | --- | --- | --- | --- | --- | --- | --- | --- | --- | --- |
| 1 | CCSCc1nnc(SCC(=O)Nc2ccc(OC)cc2)n1C | i | 0.8% | 8.0% | -0.4% | 1.6% | -15.5% | 11.2% | 3.8 | 0.2% |
| 2 | Cc1cc(C)cc(OCC(=O)NCCN2CCOCC2)c1 | i | ? | 3.4% | 0.1% | 0.5% | 3.6% | 2.9% | 4.4 | 1.0% |
| 3 | CC(=O)Oc1ccc(C(=O)Nc2cccc(-c3nnc(-c4ccco4)o3)c2)cc1 | i | 16.4µM* | 2.2% | 4.2% | 15.8% | 6.4% | 8.2% | ? | ? |
| 4 | O=C(Nc1ccccc1)c1cn(CCBr)cn1 | i | ? | -3.9% | -0.3% | -0.2% | / | 15.3% | ? | 6.6% |
| 5 | CC(=O)OC[C@@H]1CN(Cc2cccc(C(F)(F)F)c2)C[C@H](n2cnc3c(N4CCOCC4)ncnc32)O1 | i | / | 3.6% | 1.2% | / | 5.5% | 15.2% | -13.8 | / |
| 6 | COc1ccccc1C(=O)NNC(=O)C(=O)NCc1ccccc1 | i | -15.6% | 1.9% | -0.5% | 3.1% | 5.3% | ? | 46.2 | -0.5% |
| 7 | CCCCOC(=O)n1ccc(C(=O)Nc2ccccc2OC)n1 | i | -26.3% | -3.5% | -0.6% | ? | 0.8% | ? | -7.9 | 3.0% |
| 8 | Cc1cccc(-n2c(O)c(C=Nc3c(C)n(C)n(-c4ccccc4)c3=O)c3ccccc3c2=O)n1 | i | -3.1% | 10.9%&3.2% | -0.1%&-0.3% | -20.9%&-1.5% | 2.8%&1.9% | 8.1%&8.5% | -1.9&-1.9 | -13.4%&-5.2% |
| 9 | Cc1ccccc1CN1CCC(CNc2ncnc3onc(-c4ccc(F)cc4)c23)CC1 | i | ? | -6.0% | 0.2% | / | 1.4% | 2.3% | / | -17.7% |
| 10 | COc1cc2c(cc1OC)C(c1ccccc1)NCC2 (stereo not given) | i | 1.5% | -17.9% | 0.1% | -2.3% | -0.9% | 7.5% | -9.0 | -7.4% |
| 11 | CC(C)OC(=O)c1nn2c(C(F)(F)F)cc(-c3ccco3)nc2c1Cl | i | 2.4% | 18.5% | ? | -1.4% | -4.6% | 3.9% | 41.6 | 0.0% |
| 12 | CC1(C)C(c2ccccc2)=[N+]([O-])C2(CCCCC2=O)N1O (stereo not given) | i | 11.8% | -28.6% | 0.4% | ? | 2.4% | -4.1% | -7.0 | 0.2% |
| 13 | CCCCNC(=S)NCc1ccc2c(c1)cc(C)n2C | ? | 3.7% | -32.3% | 2.4% | -12.6% | ? | ? | 10.0 | -1.3% |
| 14 | CC(=O)OCc1ccc(C2=CC(=O)CC(C)(C)C2=O)cc1 | i | / | -42.2% | 2.7% | / | 2.2% | -20.9% | 4.3 | / |
| 15 | Cc1ccc(OCC(=O)Nc2cccc(OCc3cc(=O)n4cccc(C)c4n3)c2)cc1C | / | / | -1.9% | 3.0% | / | / | -18.3% | / | 4.5% |
| 16 | CCc1ccccc1NC(=O)CN1C(=O)CCc2cc(S(=O)(=O)N3CCCCC3)ccc21 | i | / | -45.8% | 3.4% | / | 7.1% | -22.9% | / | -4.7% |
| 17 | O=C(CN(C1CCCCC1)S(=O)(=O)c1ccc(F)cc1)NCC1CCCO1 (stereo not given) | ? | -2.2% | 7.08µM* | ? | ? | -5.8% | 4.47µM* | -106.2* | ? |
| 18 | CCOC(=O)C1CC(c2ccc(Cl)cc2)=NNC1=O (stereo not given) | i | -25.4% | 1.4% | 0.2%[9.22 µM] | 11.3% | 3.5% | 0.5% | -17.7 | 11.4% |
| 19 | CNC(=O)C1CC(=O)N(CCc2ccc(OC)c(OC)c2)C(=Nc2ccc(F)cc2)S1 (stereo not given) | i | 5.0% | -1.4% | 0.5% | 11.4% | 11.7% | 18.6% | -76.9* | 0.0% |
| 20 | CCOc1ccc(CN2CCN(Cc3ccc4cc(F)ccc4n3)CC2CCO)cc1 (stereo not given) | i | -2.3% | -15.5% | 2.6% | 9.7% | -19.4% | 2.2% | ? | -2.6% |
| 21 | COc1ccccc1CNC(=O)C1CCN(C(=O)NC2CCCCC2)CC1 | i | 1.2% | -6.4% | -0.5% | ? | -17.7% | -14.5% | 6.4 | -0.7% |
| 22 | CC(=O)c1cccc(NC(=O)c2ccc3c(c2)N(Cc2ccc(C)cc2)CCS3)c1 | i | 5.7% | 0.2% | -0.2% | / | 13.9% | 10.2% | / | -0.1% |
| 23 | CCCC1(C(=O)O)NC(c2ccccc2O)C2C(=O)N(Cc3ccccc3)C(=O)C21 (stereo not given) | i | -6.5% | -9.0% | 0.5% | -1.2% | -9.2% | 6.2% | 19.1 | ? |
| 24 | O=C(NCc1nnnn1-c1ccc(F)cc1)C1CC(=O)N(c2ccc(F)cc2)C1 (stereo not given) | i | -1.9% | -54.3% | -0.5% | 1.2% | -1.3% | 4.8% | -5.9 | -7.1% |
| 25 | COc1ccccc1Cn1c(C)nnc1-c1cnn(C)c1N | i | 0.5% | -14.3% | -0.3% | -1.1% | -5.4% | 2.4% | -4.3 | 2.1% |
| 26 | COc1ccc(OCc2cc(C(=O)N3CCSCC3)no2)c(Cl)c1 | i | ? | -3.5% | 2.0% | 0.0% | 4.6% | -17.7% | 9.4 | -2.0% |
| 27 | O=C(N/N=C/c1cccc(O)c1)c1ccc(NC(=O)c2cccc([N+](=O)[O-])c2)cc1 | i | ? | -16.2% | 5.3% | -7.4% | / | -4.5% | -4.2 | 15.1% |

A different layout for two compounds above.
Fields: ATXN viability | Nrf2 inh | HepG2 tox | Nrf2 ARE act | MCF10A rerep | ATXN2 expr inh | TGFb SMAD3 inh | IL1B secr inh | A549 viability
11	CC(C)OC(=O)c1nn2c(C(F)(F)F)cc(-c3ccco3)nc2c1Cl
→ i | 2.4% | 18.5% | ? | -1.4% | -4.6% | 3.9% | 41.6 | 0.0%
12	CC1(C)C(c2ccccc2)=[N+]([O-])C2(CCCCC2=O)N1O (stereo not given)
→ i | 11.8% | -28.6% | 0.4% | ? | 2.4% | -4.1% | -7.0 | 0.2%

Three compounds picked at random from those above, as already listed:
| item | structure | ATXN viability | Nrf2 inh | HepG2 tox | Nrf2 ARE act | MCF10A rerep | ATXN2 expr inh | TGFb SMAD3 inh | IL1B secr inh | A549 viability |
| --- | --- | --- | --- | --- | --- | --- | --- | --- | --- | --- |
| 17 | O=C(CN(C1CCCCC1)S(=O)(=O)c1ccc(F)cc1)NCC1CCCO1 (stereo not given) | ? | -2.2% | 7.08µM* | ? | ? | -5.8% | 4.47µM* | -106.2* | ? |
| 21 | COc1ccccc1CNC(=O)C1CCN(C(=O)NC2CCCCC2)CC1 | i | 1.2% | -6.4% | -0.5% | ? | -17.7% | -14.5% | 6.4 | -0.7% |
| 22 | CC(=O)c1cccc(NC(=O)c2ccc3c(c2)N(Cc2ccc(C)cc2)CCS3)c1 | i | 5.7% | 0.2% | -0.2% | / | 13.9% | 10.2% | / | -0.1% |

Five compounds from above, arranged by their value in Nrf2 ARE act, descending.
item | molecule | Nrf2 ARE act
14 | CC(=O)OCc1ccc(C2=CC(=O)CC(C)(C)C2=O)cc1 | 2.7%
23 | CCCC1(C(=O)O)NC(c2ccccc2O)C2C(=O)N(Cc3ccccc3)C(=O)C21 (stereo not given) | 0.5%
2 | Cc1cc(C)cc(OCC(=O)NCCN2CCOCC2)c1 | 0.1%
22 | CC(=O)c1cccc(NC(=O)c2ccc3c(c2)N(Cc2ccc(C)cc2)CCS3)c1 | -0.2%
6 | COc1ccccc1C(=O)NNC(=O)C(=O)NCc1ccccc1 | -0.5%
